Bioassay records as filed in PubChem.
IMPase Li cell: IMPase inhibition in cells with lithium potentiation. CHO-M1 cells, IP1 TR-FRET (IP-One), carbachol + lithium. Potency, µM (doses to about 59.4 µM), without a hit: at the highest dose activity, negative = IMPase inhibition, actives largely listed as inhibitors. actives 0.35% (n = 210,000);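 note: IP1 builds up when IMPase is blocked and the TR-FRET signal falls; plate controls were basal vehicle for no effect and high inhibitor control for full effect; nearly all actives have a fitted effect of over 50% in size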
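Lithium-sensitised IP1 accumulation assay; M1-expressing CHO cells treated 30 min at 37C with compound. Competitive antibody detection by time-resolved FRET followed a 10 min room-temperature lysis step.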
GAA glycogen: GAA glycogen-cleavage inhibition or activation; recombinant GAA, glycogen substrate, Amplex Red glucose oxidase fluorescence; Potency, µM (top dose mostly 76.4 µM), for the others: top-dose activity change, negative = inhibition, actives largely listed as inhibitors; actives 0.38% (n = 300,000);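 note: 0% = full enzyme reaction and -100% = no-enzyme basal signal; the screen sought inhibitors and activators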
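Recombinant human alpha-glucosidase (4 nM final) hydrolysed bovine liver glycogen (30 ug) for 40 min at 37 C in pH 5.0 citrate/phosphate with 0.01% Tween-20. Released glucose detected by glucose oxidase/Amplex Red, Ex 573/Em 610 nm. Compounds up to 77 uM; AC50 from Hill fits.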
GAA inh: alpha-glucosidase (human) inhibition. actives 0.005% (n = 200,000). purified human GAA, 4-MU-alpha-glucoside fluorescence. AID 1466. Potency, µM (top dose mostly 76.9 µM), for the others: top-dose activity change, negative = inhibition, actives largely listed as inhibitors;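 note: plate controls were uninhibited enzyme wells for no effect and no-enzyme background for full effect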
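Fluorescence at Ex 365/Em 440 nm from 4-methylumbelliferone reported enzyme activity after 20 min at room temperature. Reactions used 4 nM enzyme and 400 uM substrate at pH 5.0; curves fitted with the Hill equation.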
RGS12 GoLoco inh: RGS12 GoLoco-Gai1 interaction inhibition. P63096. Gai1:RGS12 GoLoco peptide FP, rhodamine, 10 min. Potency, µM (series often up to 61.6 µM), for the others: top-dose activity, negative = inhibition, most hits filed as inhibitors. actives 0.44% (n = 230,000). AID 880; active = well fitted inhibition curve with a large enough effect, not every such curve was filed as active; inactive = no such curve, though single readings can be large or run the other way; note: % is set by controls: 0 for no effect and ±100 for the full control effect; nearly all actives have a fitted effect of over 30% in size; many of its hits are not listed in these tables
Target sequence (P63096 whole entry, looked up): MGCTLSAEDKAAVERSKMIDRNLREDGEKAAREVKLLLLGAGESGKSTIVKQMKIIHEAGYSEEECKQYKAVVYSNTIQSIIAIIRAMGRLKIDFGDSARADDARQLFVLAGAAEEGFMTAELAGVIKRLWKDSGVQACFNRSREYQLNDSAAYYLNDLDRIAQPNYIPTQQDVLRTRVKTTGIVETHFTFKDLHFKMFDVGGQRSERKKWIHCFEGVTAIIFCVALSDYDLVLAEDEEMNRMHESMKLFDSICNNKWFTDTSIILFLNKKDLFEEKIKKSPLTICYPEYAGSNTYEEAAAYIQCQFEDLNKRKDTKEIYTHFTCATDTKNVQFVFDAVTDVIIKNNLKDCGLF
HTT aggregate: reduces HttQ103-GFP aggregates in PC12 cells; PC12 HttQ103-GFP aggregates, Acumen cytometry, 40 h; actives 1.1% (n = 220,000); Potency, µM (series often up to 46.1 µM), for the others: top-dose activity change, negative = inhibition, actives largely listed as inhibitors; note: % is set by controls: 0 for no effect and ±100 for the full control effect; nearly all actives have a fitted effect of over 60% in size
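PC12 cells stably carrying ecdysone-inducible HTT exon 1 Q103–GFP were induced with tebufenozide (100 nM final) and treated with library compounds in titration. GFP aggregates in lysates were counted by laser scanning cytometry.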
GAA spleen mod: lysosomal alpha-glucosidase (human) modulation | P10253 | human spleen homogenate, 4-MU-alpha-glucoside fluorescence | Potency, µM (titrated, usually from 79.9 µM), for the others: top-dose activity change, negative = inhibition, hits mostly inhibitors | actives 0.006% (n = 240,000) | AID 2112;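 note: 0% = enzyme with vehicle and -100% = no enzyme basal signal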
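AC50 values come from Hill-equation fits of concentration-response data, normalized to no-enzyme and full-activity controls. Enzyme source: 1 ug human spleen homogenate; 1 mM fluorogenic 4-MU glucoside, pH 5.0 citrate buffer, 37 C, 40 min.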
HTT cytoprotect: protects HTT-Q103 PC12 cells, measured by ATP; PC12 HTT-Q103 induced, cytoprotection, ATP luminescence, 40 h; Potency, µM (highest dose often 56.4 µM), without a hit: cytoprotection (ATP increase), usual class: activators; actives 0.14% (n = 230,000);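 note: % of control where 0% means no effect; nearly all actives have a fitted effect of over 45% in size; toxic huntingtin expression switched on by the ecdysone agonist tebufenozide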
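Compounds were screened for protection of PC12 cells against cell death after tebufenozide induction (100 nM final) of mutant Huntingtin exon 1 (Q103) fused to GFP.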
Starred values were filed as active, the others as inactive; u = inconclusive; x = no result given; [ ] = dose if it differs, or a comment. Unless noted, calls come from the whole dose curve; as a rule, active = well fitted curve in the direction sought with a large enough effect; inconclusive = small, poorly fitted or top-dose-only effect, or another doubt; inactive = no such curve, though single readings can be large; an effect the other way counts as inactive or inconclusive. Potency is the fitted concentration of half-maximal effect. Some of the compounds tested (hit frequency here may not be typical).

SMILES	IMPase Li cell	GAA glycogen	GAA inh	RGS12 GoLoco inh	HTT aggregate	GAA spleen mod	HTT cytoprotect
COc1ccc(C(=O)NCC(=O)OCC(=O)c2ccc3c(c2)NC(=O)CO3)cc1	-4%	4%	-6%	3%	-6%	-2%	1%
COCCNC(=S)N=Nc1c(O)[nH]c2c(C)cc(C)cc12	-6%	-6%	3%	5%	5%	-6%	-63%[inhibitor]
CC1CCN(CCn2c(=S)[nH]c3cc4c(cc3c2=O)OCO4)CC1	3%	1%	5%	1%	-13%	-2%	-8%
COc1ccc(OCC(=O)NC(=S)Nc2ccc3c4c(cccc24)CC3)cc1	7.1µM*	-4%	-7%	43%[activator]	25%	3%	x
O=C(Nc1ccc(F)cc1F)Nc1csc2ccccc12	x	-1%	x	31%[activator]	24%[9.22 µM]	1%	10%[10 µM]
COCc1nnc(NC(=O)c2ccccc2Oc2ccccc2)s1	6%	-11%	3%	-5%	10%	4%	-46%
O=C(CCCN1C(=O)c2cccc3cccc(c23)C1=O)NCCN1CCOCC1	5%	u	7%	4%	0%	9%	22%[10 µM]
Cc1cc(C)cc(NC(=O)c2cc(C)nn2C)c1	1%	8%	1%	3%	0%	-1%	x
Cc1nn2cc(-c3ccc(Cl)cc3)cnc2c1Cl	-7%	-6%	-3%	-2%	-9%	2%	13%[10 µM]
Cc1ccc(N2C(S)=C(C#N)C(=O)NC2c2cccs2)cc1 (centres undefined)	0%	-13%	12%	48%[activator]	-9%	8%	-15%[10 µM]
CCC/C(=N/NC(=O)c1cccc(Cl)c1)c1ccccc1	10%	-3%	0%	7%	23%	-3%	31%[0.074 µM]
Nc1nc(Nc2ccccc2F)nc(N2CCOCC2)c1[N+](=O)[O-]	x	-4%	x	1%	1%[9.22 µM]	-3%	-9%[10 µM]
COC(=O)c1ccc(Cl)c(NC(=O)CN2CCOCC2)c1	-9%[38.3 µM]	-2%	-3%	-18%	-3%	-6%	-3%[0.074 µM]
CCn1c(COc2c(C)cccc2C)nnc1SCc1nc2ccccc2c(=O)[nH]1	0%	-6%	-2%	14%	16%	-2%	4%
COc1ccccc1C1C2=C(COC2=O)Nc2cc3c(cc21)OCO3 (centres undefined)	8%[38.3 µM]	-27%	2%	1%	9%	-2%	-89%[inhibitor]
Cc1nnc(NC(=O)c2ccccc2NC(=O)c2ccccc2)s1	x	1%	x	-9%	3%[9.22 µM]	4%	-6%[10 µM]
COc1cccc(C(=O)Nc2ccc(NC(C)=O)cn2)c1	-2%	8%	1%	13%	-4%	-5%	-23%[10 µM]
Cc1ccc(CNC(=O)COC(=O)c2ccc(S(=O)(=O)N3CCCC3)cc2)cc1	12%[38.3 µM]	-3%	-6%	-1%	-7%	6%	17%
Cc1c(C(=O)Nc2nc3ccccc3[nH]2)oc2ccccc12	1%	-4%	-2%	13µM*	u	-1%	9%[1.9 µM]
Cn1c(=O)[nH]c(=O)c2c1nc(N1CCCC1)n2CCSc1nc2ccccc2[nH]1	22%[38.3 µM]	6%	1%	6%	-13%	-5%	-3%
COC(=O)[C@@]1(Cc2ccc(OC)cc2)[C@H]2c3cc(C(=O)N4CCCC4)n(CCc4c[nH]c5cc(F)ccc45)c3C[C@H]2CN1C(=O)c1ccccc1	3%	x	x	23%	x	3%	-33%[inhibitor]
COc1ccc(OC)c(NC(=O)COC(=O)CCCN2C(=O)c3ccccc3C2=O)c1	-2%	11%	0%	1%	1%	-4%	x
CCCN(CC(=O)Nc1ccccc1OC)C(=O)c1cc2ccccc2o1	4%	7%	-3%	4%	-11%	7%	-32%[inhibitor]
Cc1cc(C)c(C(=O)Cn2nc(C)c([N+](=O)[O-])c2C)cc1C	11%	6%	0%	0%	-11%	-1%	12%[10 µM]
CC(C)(CCl)C(=O)Nc1ccc(C(F)(F)F)cc1	-2%	-6%	-3%	-7%	u	-6%	-70%[inhibitor][10 µM]
Fc1ccccc1NC(=S)Nc1ccc(Br)cc1	x	-6%	-6%	x	-6%	-4%	10%[10 µM]
CC(=O)Nc1ccc(S(=O)(=O)N(Cc2ccccc2)c2ccccc2F)cc1	10%	8%	u	0%	5%[9.22 µM]	2%	-12%[10 µM]
Cc1cc2c(c(=O)o1)C(c1ccc([N+](=O)[O-])o1)C(C#N)=C(N)O2 (centres undefined)	x	-21%	x	8%	-30%[9.22 µM]	-3%	8%[10 µM]
COc1ccc2cc(CCNC(=O)C(C)C)c(=O)[nH]c2c1	5%[38.3 µM]	1%	-1%	2%	-8%	-5%	-6%
CC1CCN(C(=O)c2cc3ccccc3c(=O)o2)CC1	2%	-2%	4%	10%	8%	1%	x
CC1CCN(C(=O)CSCC(=O)O)CC1	1%	7%	u	14%	-8%[9.22 µM]	0%	-9%[10 µM]
CCOc1nc(Nc2cc(Cl)ccc2OC)nc(OCC)n1	-6%	3%	0%	-5%	-7%	4%	8%[10 µM]
CC(C)Cc1cc(C(=O)Nc2ccc(Br)cc2)no1	x	2%	x	-4%	-3%[9.22 µM]	-12%	11%[10 µM]
CC(=O)c1ccc(NC(=O)C(C)OC(=O)c2ccc(NS(=O)(=O)c3ccc(F)c(F)c3)cc2)cc1 (centres undefined)	2%	-9%	-17%	-2%	9%	-1%	x
CCO[C@H]1OC(C(=O)N2CCN(Cc3ccc4c(c3)OCO4)CC2)=C[C@@H](C(C)(C)C)[C@@H]1CCCO	1%	13%	x	6%	16%[9.22 µM]	5%	11%[10 µM]
COC(=O)C(C)Oc1ccc(-c2nccc(-c3cccs3)n2)cc1 (centres undefined)	28%[38.3 µM]	-3%	-5%	-2%	-14%	-2%	-33%[10 µM]
CC(=O)NCC(=O)N(c1ccccc1)C1(C(=O)NC2CCCCC2)CCCCC1	x	-4%	u	x	-11%	1%	-19%
Cc1ccc(-c2nc3cnccn3c2Nc2ccccc2)o1	0%[38.3 µM]	u	-3%[15.4 µM]	-12%	-13%	-2%	-22%
CCc1cccc(CC)c1NC(=S)Nc1ccccc1	14%	-17%	-2%	6%	-11%[9.22 µM]	4%	-1%[10 µM]
O=C1NCCN(C(=O)CCc2nnc(-c3ccsc3)o2)C1c1ccc(F)cc1 (centres undefined)	-6%	14%	x	3%	-20%[9.22 µM]	-21%	8%[10 µM]
Cc1cccc2cc(CN(Cc3ccc(F)cc3)C(=O)N3CCOCC3)c3nnnn3c12	-1%[38.3 µM]	10%	-7%	8%	18%	-5%	-6%
O=c1nc(C(F)(F)F)nc2ccccn12	14%[38.3 µM]	3%	3%	5%	-4%	-4%	-10%
C=CCN(C#N)c1nc(OC)nc(N2CCCC2)n1	-7%[38.3 µM]	-8%	12%	4%	-12%	-6%	21%
COc1ccccc1Nc1cc(C(=O)NCCCN2CCOCC2)c2ccccc2n1	6%[38.3 µM]	-4%	u	4%	3%	1%	-15%
COC(=O)Cc1cc(=O)[nH]c(/N=C(\N)Nc2ccccc2C)n1	-6%	5%	-5%	4%	-1%	-4%	1%[10 µM]
CCC(c1nnnn1Cc1ccco1)N(CCc1ccccc1)Cc1cc2cccc(C)c2[nH]c1=O (centres undefined)	2%[38.3 µM]	-10%	-2%	9%	26%	-18%	5%[10 µM]
Fc1ccc(NC(=S)N2CCCN(c3ccc(C(F)(F)F)cn3)CC2)c(F)c1	x	-12%	0%	2%	-5%[9.22 µM]	-10%	20%[10 µM]
O=C(COC(=O)c1ccc(F)cc1)NCCc1ccc(F)cc1	10%	7%	-8%	-14%	-3%	1%	-27%
COc1ccc(CCn2c(=O)[nH]c3cc(C(=O)NCCN4CCOCC4)ccc3c2=O)cc1OC	16%[38.3 µM]	1%	-4%	-28%	1%	0%	-55%[inhibitor][10 µM]
COc1ccccc1C(=O)NCCN1CCN(C(=O)c2ccccc2OC)CC1	16%[38.3 µM]	4%	-8%	-32%	4%	-4%	1%
CCCCCCn1cc(C(=O)O)c(=O)c2ccccc21	x	16%	13%	x	-22%	3%	-2%
CC(=O)N1C(C)(C)CC(=NOS(=O)(=O)c2ccccc2)CC1(C)C	1%	21%	8%	11%	25%[9.22 µM]	6%	-32%[1.9 µM]
C=CCN1C(=O)CN=C1Nc1ccc(OC)cc1OC	-11%[38.3 µM]	3%	-2%[15.4 µM]	12%	-5%	-7%	11%[10 µM]
COC(=O)CCc1c(C)[nH]c(=S)[nH]c1=O	-26%[38.3 µM]	4%	0%	0%	11%	-1%	17%
COc1ccc(/C=N/OCC(=O)N=Nc2c(O)[nH]c3ccc(Br)cc23)cc1	2%	-1%	5%	2%	2%	5%	-6%
COc1ccc(C2C(C#N)=C(C)NC3=C2S(=O)(=O)c2ccccc23)cc1 (centres undefined)	12%	-3%	-7%	6%	3%	-1%	25%[10 µM]
Cc1cccc(NC(=O)CSc2nnc(-c3ccccc3C)o2)c1	7%	-6%	3%	4%	0.0028µM*	0%	x
COc1ccc(N=C2SC(C(N)=O)CC(=O)N2CCc2ccc(OC)c(OC)c2)cc1 (centres undefined)	-26%[38.3 µM]	-5%	-14%	-4%	8%	-11%	13%
O=C(O)c1nccnc1C(=O)N1CCN(c2ccccc2)CC1	-5%	-12%	0%	-9%	-9%	-1%	x
CCOC(=O)NC1(C(F)(F)F)NC(=O)N(c2cccc(C(F)(F)F)c2)C1=O (centres undefined)	-4%	-4%	1%	1%	1%	-12%	25%[10 µM]

Whole records as entered above.
CCOC(=O)NC1(C(F)(F)F)NC(=O)N(c2cccc(C(F)(F)F)c2)C1=O (centres undefined) across the screens: IMPase Li cell = -4%; GAA glycogen = -4%; GAA inh = 1%; RGS12 GoLoco inh = 1%; HTT aggregate = 1%; GAA spleen mod = -12%; HTT cytoprotect = 25%[10 µM]
COc1ccc(C2C(C#N)=C(C)NC3=C2S(=O)(=O)c2ccccc23)cc1 (centres undefined) across the screens: IMPase Li cell = 12%; GAA glycogen = -3%; GAA inh = -7%; RGS12 GoLoco inh = 6%; HTT aggregate = 3%; GAA spleen mod = -1%; HTT cytoprotect = 25%[10 µM]

(next part)
SMILES	IMPase Li cell	GAA glycogen	GAA inh	RGS12 GoLoco inh	HTT aggregate	GAA spleen mod	HTT cytoprotect
O=C(Nc1ccccc1)Nc1cc(Cl)cc(Cl)c1	5%[38.3 µM]	-2%	-9%	5%	-8%[9.22 µM]	2%	-61%[inhibitor]
Cc1cc(C)c2c(N)c(C(=O)N3CCCCCC3)sc2n1	21%[38.3 µM]	3%	3%	16%	-1%	-6%	-2%
CC(=O)Nc1ccc(NC(=O)c2sc3nc4n(c(=O)c3c2C)CCCCC4)cc1	4%	-5%	-1%	-1%	11%	-1%	8%[10 µM]
CCCC(=O)Nc1ccc(N2CCN(S(C)(=O)=O)CC2)cc1	3%	0%	u	3%	-9%	1%	9%[10 µM]
